HRas wt GTP bind = changes GTP binding to wildtype human HRas; GST-Ras wt beads, Bodipy-FL-GTP binding, flow cytometry; actives lie on both sides; P01112; GTP binding activity, % at 10 µM; 190,000 compounds, 0.14% hits;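 active = GTP binding activity at least 20% away from the 100% baseline, either lowered as inhibitor or raised as activator; inconclusive = flagged as likely green fluorescent, judged across all proteins in the well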;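 also: 0% = unlabeled GTP competition control and 100% = no-compound control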
Target sequence (P01112 whole entry, looked up): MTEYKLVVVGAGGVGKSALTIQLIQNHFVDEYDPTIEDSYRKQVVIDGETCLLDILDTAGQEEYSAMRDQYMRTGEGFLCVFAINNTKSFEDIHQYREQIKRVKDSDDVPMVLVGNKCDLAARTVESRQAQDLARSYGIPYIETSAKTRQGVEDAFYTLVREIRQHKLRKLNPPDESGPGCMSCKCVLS
Rab2 wt GTP = changes GTP binding to wildtype dog Rab2A, up or down; GST-Rab2 wt beads, Bodipy-GTP binding, flow cytometry; GTP binding activity, % at 10 µM; 190,000 compounds, 0.19% hits; AID 760;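 active = GTP binding activity at least 20 points away from 100%, either lowered or raised; inconclusive = signal likely due to the compound's own green fluorescence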;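 also: 0% = beads with excess unlabeled GTP and 100% = no-compound control corrected for plate trend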
ABCB1 block = blocks JC-1 efflux by human ABCB1 transporter | P08183 | CCRF-Adr cells, flow cytometry | inhibition, % at 6.6 µM | 190,000 compounds, 0.067% hits | AID 1326; in the data active = inhibition above about 40%;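 also: 0% = vehicle and 100% = reference inhibitor; higher value means more JC-1 retained so stronger ABCB1 efflux block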
Mcl1-Noxa inh = disrupts binding of human Mcl-1 to Noxa peptide. Q07820. TR-FRET Mcl-1/Noxa peptide binding, 2 h. inhibition, % at 21.7 µM. 220,000 compounds, 1.5% hits;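 active = compounds that cut the protein-peptide binding signal by more than 50% relative to plate controls in a single-dose test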;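 also: His-tagged Mcl-1 with rhodamine Noxa BH3 peptide and terbium anti-His antibody; 0% = Mcl-1 plus Noxa peptide wells and 100% = peptide-only wells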
Rab7 wt modul = dog Rab7 wildtype GTP binding, inhibitors and activators; AID 758; GTP binding activity (percent of control), % at 10 µM; GST-Rab7 beads, fluorescent GTP binding, flow cytometry; actives lie on both sides; untreated = 100%, excess cold GTP = 0%; 190,000 compounds, 0.055% hits;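 active = fluorescent GTP binding to Rab7 beads changed by at least 20 points from the 100% baseline, either direction, mostly lower; inconclusive = compound itself probably fluorescent, or too few beads counted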;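 also: median green fluorescence of bound Bodipy-FL-GTP per Rab7 bead population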
Cdc42 wt GTP = changes GTP binding to wildtype human Cdc42; GST-Cdc42 beads, Bodipy-GTP binding, flow cytometry; actives lie on both sides; percent activity (GTP binding), % at 10 µM; 190,000 compounds, 0.2% hits; AID 761;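 active = percent activity GTP binding at least 20 points away from the 100% baseline, either down as inhibitor or up as activator; inconclusive = compound flagged as likely green fluorescent from well-wide comparison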;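 also: median bead fluorescence of bound Bodipy-FL-GTP at 100 nM; 0% = excess unlabeled GTP control and 100% = no compound control; below 100% means less GTP binding so inhibitor and above means activator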
Target sequence (P60953 whole entry, looked up): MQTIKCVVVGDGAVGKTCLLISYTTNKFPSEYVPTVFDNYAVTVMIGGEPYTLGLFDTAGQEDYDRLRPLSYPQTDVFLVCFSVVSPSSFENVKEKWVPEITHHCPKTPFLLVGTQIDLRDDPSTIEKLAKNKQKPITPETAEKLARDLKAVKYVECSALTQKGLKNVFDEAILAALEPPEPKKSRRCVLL
Rac1 act GTP bind = alters GTP binding to activated mutant human Rac1 | percent activity (GTP binding), % at 10 µM | 190,000 compounds, 0.11% hits | AID 764 | GST-Rac1 activated beads, fluorescent GTP binding, flow cytometry; actives lie on both sides; 100% means binding = to untreated wells;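 active = GTP binding at least 20 percentage points away from the 100% baseline, in either direction, so actives lie on both sides; inconclusive = Compound likely fluorescent itself, or too few beads counted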
Avidin bead fluor = avidin bead compound fluorescence profile; fluorescence (KMESF) at 10 µM; AID 1775; Avidin beads, compound fluorescence 488/530 nm, flow cytometry; hits give high values; 220,000 compounds, 0.38% hits; in the data active = fluorescence above about 47; also: inactives centre near 10
Rac1 wt modul = modulators of human Rac1 wildtype GTP binding | P63000 | 190,000 compounds, 0.27% hits | GST-Rac1 beads, fluorescent GTP binding, flow cytometry; actives lie on both sides; 0 = cold GTP competed, 100 = untreated | AID 757 | GTP binding activity (% of control), % at 10 µM;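 active = GTP binding activity at least 20 points away from the 100% control level, either lower or higher; inconclusive = compound flagged as likely green fluorescent, judged across all proteins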
ABCG2 block = blocks JC-1 efflux by human ABCG2 transporter | IgMXP3 cells, flow cytometry | inhibition, % at 6.6 µM | Q9UNQ0 | 190,000 compounds, 0.1% hits | AID 1325;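 active = inhibition above 80%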;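 also: 0% = DMSO and 100% = nicardipine control wells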
Target sequence (Q9UNQ0 whole entry, looked up): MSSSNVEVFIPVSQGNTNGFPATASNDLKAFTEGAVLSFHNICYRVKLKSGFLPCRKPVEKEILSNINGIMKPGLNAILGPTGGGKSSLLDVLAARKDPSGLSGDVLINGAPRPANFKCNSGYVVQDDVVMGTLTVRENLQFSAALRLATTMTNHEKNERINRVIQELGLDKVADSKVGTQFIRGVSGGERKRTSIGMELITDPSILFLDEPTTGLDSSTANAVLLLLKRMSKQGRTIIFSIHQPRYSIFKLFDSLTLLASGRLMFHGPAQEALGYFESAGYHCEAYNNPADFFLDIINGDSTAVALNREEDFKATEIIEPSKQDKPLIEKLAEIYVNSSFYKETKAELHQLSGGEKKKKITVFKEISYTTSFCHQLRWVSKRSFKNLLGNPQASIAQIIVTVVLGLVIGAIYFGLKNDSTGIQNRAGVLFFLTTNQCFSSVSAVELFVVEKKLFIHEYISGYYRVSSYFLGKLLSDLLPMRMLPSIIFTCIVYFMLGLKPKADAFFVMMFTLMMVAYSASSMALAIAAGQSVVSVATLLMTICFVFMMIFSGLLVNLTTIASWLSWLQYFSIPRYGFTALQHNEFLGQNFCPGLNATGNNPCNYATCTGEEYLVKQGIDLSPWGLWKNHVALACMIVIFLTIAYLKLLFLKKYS
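test system = two drug-resistant human cell lines, ABCG2 and ABCB1 | amount = 3 million cells/mL final, two lines in 1:1 ratio | reagent = JC-1 transporter substrate | doses = one concentration, 6.6 µM final | incubation = 10 min at 25 °C | signal = flow cytometric JC-1 green MFI at 530 nm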
Pf gametocyte = P. falciparum stage V gametocyte viability inhibition; P. falciparum stage V gametocytes, ATP luminescence, 24 h; inhibition, % at 10.9 µM; 150,000 compounds, 0.065% hits; AID 743093;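 active = inhibition above the mean plus 3 SD of compounds within the control limits, set per campaign, cut at about 38% in these data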;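 also: 0% = DMSO wells and 100% = medium only without gametocytes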
An asterisk follows results filed as active; ? = inconclusive; · = no result given. An unsorted share of the library; any-hit rate near 2.3%.

Below each compound – Rac1 act GTP bind	ABCG2 block	ABCB1 block	Avidin bead fluor	Rac1 wt modul	Mcl1-Noxa inh	Pf gametocyte	Rab7 wt modul	HRas wt GTP bind	Rab2 wt GTP	Cdc42 wt GTP
CCCCC(=O)Nc1c(O)c2ccccc2[nH]c1=O
→ 94	0	0.0	32	95	0	18	97	96	96	96
CC(C)CC(C(=O)NC(=O)NCc1ccccc1)N1C(=O)c2ccccc2C1=O (stereo not given)
→ 99	63	1.6	14	103	9	·	100	102	102	100
CCOC(=O)c1[nH]c2ccccc2c1NC(=O)c1ccco1
→ 92	12	1.1	12	95	-7	·	96	98	95	96
Cc1cc(C)c2c3c(sc2n1)C(c1cccc(F)c1)C(C#N)=C(N)O3 (stereo not given)
→ 92	15	2.1	19	97	-1	·	95	95	95	92
C/C=C/c1ccc(OCC(=O)Nc2ccc(C(N)=O)cc2)c(OC)c1
→ ?	4	0.0	29	?	-8	-25	?	?	?	?
Cc1ccc2cccc(NC(=S)NC(=O)c3c(Br)cnn3C)c2n1
→ ?	11	1.1	7	?	6	-18	?	?	?	?
CCOc1ccccc1NS(=O)(=O)c1ccc2c(c1)n(C)c(=O)c(=O)n2C
→ 98	1	0.1	11	108	-5	·	97	98	96	99
CC(NC(=O)c1ccc2c(c1)OCO2)C1CCCO1 (stereo not given)
→ 100	2	0.3	11	102	-9	·	98	102	99	102
COc1ccc(C(c2oc(CO)cc(=O)c2O)c2oc(CO)cc(=O)c2O)cc1
→ 97	2	1.1	24	99	-6	·	105	98	100	95
O=C(CSc1nnc(NC(=O)Cc2ccc(F)cc2)s1)NCc1ccco1
→ 98	2	0.7	24	99	15	22	95	95	96	96
O=C(CC(c1ccccc1)c1ccco1)N1CCOCC1 (stereo not given)
→ 97	1	0.6	20	101	-10	·	98	98	99	96
O=c1cc(O)c2ccccc2n1Cc1ccccc1
→ 96	-1	-0.1	5	100	20	13	103	102	100	100
Cc1cc(-c2[nH]nc3c2C(c2ccc(Cl)cc2)C(C#N)=C(N)O3)c(C)s1 (stereo not given)
→ 97	13	1.5	22	101	12	·	98	100	99	99
O=C(CCC(=O)OCC(=O)c1ccc(Br)cc1)NC1CCCCC1
→ 100	1	0.1	6	102	2	·	97	100	98	102
Cc1nc(-c2ccccc2)c(-c2ccccc2)[nH]1
→ 99	14	1.6	19	103	0	·	103	100	97	98
Cc1ccc(S(=O)(=O)/C(=C\N(C)C)c2cnc(Cl)s2)cc1
→ 95	3	0.8	3	101	15	-2	97	99	98	97
CCN(C1CCCCC1)S(=O)(=O)c1cn(C)c(=O)n(C)c1=O
→ 100	1	0.0	8	104	12	·	101	101	101	102
COc1ccc(CN2CN(c3ccc(Cl)cc3)C(=O)N(n3cnnc3)C2)cc1
→ 102	1	0.3	27	109	-24	·	100	104	102	106
Cc1c(C(=O)NNC(=S)Nc2cccc(Cl)c2)nnn1-c1ccccc1
→ 89	-3	-0.2	6	88	-44	1	93	92	87	88
CCc1cc2c(SCC(=O)C(C#N)=C3N(C)c4ccccc4N3C)ncnc2s1
→ 99	0	0.1	44	103	-2	7	101	105	103	105
Cc1cc(C(=O)NNC(=S)NC(C)c2ccccc2)c2ccccc2n1 (stereo not given)
→ ?	-2	-0.5	33	?	-74	·	?	?	?	?
COC(=O)CCN(C(=O)c1cccc([N+](=O)[O-])c1)c1ccccn1
→ 92	4	0.3	24	95	18	·	93	95	95	94
Cc1ccc(S(=O)(=O)n2ccc(=O)[nH]2)cc1
→ 98	2	0.8	6	99	17	·	95	98	95	99
Cc1ccc(NC(=S)N/N=C2\CCCCC2C)cc1 (stereo not given)
→ 97	0	-0.4	11	98	-64	7	105	97	100	97
CC(C)Cc1cc(C(=O)N2CCN(C(c3ccccc3)c3ccccc3)CC2)no1
→ 97	0	0.3	5	105	8	·	98	100	97	100
CCOCCCNCc1c(Cl)cccc1Cl
→ 101	7	3.7	60*	103	5	10	100	100	103	105
COc1ccc(-n2c(C)nc3cc(C(=O)NCc4ccco4)ccc32)cc1
→ 97	1	0.1	21	100	3	·	99	98	97	97
COc1ccc(C(=O)OCCN2CCCCC2)cc1
→ 96	6	0.2	6	100	13	5	106	98	99	96
COc1ccc(N2CCN(c3ncnc4nc[nH]c34)CC2)cc1
→ 102	6	0.5	8	110	7	·	101	103	103	103
CCOc1ccc(NC(=O)CSc2nnc(-c3ccco3)n2C)cc1
→ 102	3	1.3	30	107	-17	·	104	106	102	107
O=C(Nc1cc2c(cc1Cl)OCCCO2)c1ccccc1
→ 96	0	0.0	6	97	1	·	95	96	95	98
Cc1nn(Cc2ccc(F)cc2)c(C)c1NC(=O)c1cccnc1Cl
→ 102	1	0.6	11	105	-26	·	103	103	101	101
Nc1cccc2[nH]c(C(F)(F)F)nc12
→ 98	-2	-0.7	27	96	52*	-5	92	94	95	93
CCCCn1c(CCC)nc([N+](=O)[O-])c1Sc1ccc(Cl)cn1
→ 96	0	0.8	3	101	8	·	96	98	99	102
CCC(Oc1ccccc1)C(=O)N1CCN(C(=O)C(CC)Oc2ccccc2)CC1 (stereo not given)
→ 100	6	0.9	9	106	-17	10	103	103	101	103
O=C(NCCCN1CCOCC1)C1(c2ccccc2)CCOCC1
→ 98	-6	-0.7	7	102	-2	-6	98	99	100	102
Cc1ccc(Sc2c(O)c3ccccc3n(C)c2=O)cc1
→ 95	3	0.1	1	96	12	-16	100	96	95	95
O=C(NCCc1c[nH]c2ccccc12)C(=O)NCC(c1cccnc1)N1CCN(c2ccccc2)CC1 (stereo not given)
→ 98	20	4.8	5	106	-10	·	101	100	100	99
CO/N=C/c1ccc(Sc2ccccc2)c([N+](=O)[O-])c1
→ 99	2	0.2	14	102	1	·	99	100	100	102
O=C(NCc1ccccc1)C1=C[C@H](C2CCCCC2)C[C@H](OCc2ccc(CO)cc2)O1
→ 96	10	3.7	7	96	-3	·	96	96	98	97
CCOc1ccc(NC(=O)c2ccccc2NS(=O)(=O)c2ccc(F)cc2)c([N+](=O)[O-])c1
→ 95	14	1.2	15	96	10	0	96	94	92	96
COc1ccc(C2C(C(C)=O)=C(O)C(=O)N2c2nc3ccccc3s2)cc1OC (stereo not given)
→ 92	2	-0.2	8	98	24	-21	95	98	94	93
Nn1cc(-c2ccccc2)nc1SCC(=O)NCC(F)(F)F
→ 96	3	0.5	24	98	-2	7	99	97	98	99
N#Cc1cc(C(=O)c2cc(F)ccc2O)cn(-c2nccs2)c1=O
→ 91	-2	-0.3	2	93	27	-12	95	92	90	90
CCOC(=O)N1CCN(C(=O)CSc2ccc(Cl)cc2)CC1
→ 98	1	0.4	8	101	10	·	103	102	100	99
CC(C)C(NS(=O)(=O)c1c(Cl)cccc1Cl)C(=O)OCC(=O)c1c[nH]c2ccccc12 (stereo not given)
→ 100	-5	0.3	3	103	-3	-11	97	99	101	98
NS(=O)(=O)c1ccc(NCc2cc(Cl)ccc2OCc2ccccc2F)cc1
→ 101	1	0.2	4	100	8	-2	97	102	104	100
Cc1ccc(C(=O)Nc2ccnc(-c3cccnc3)n2)cc1
→ 94	3	0.2	21	89	4	-13	92	94	94	94
Cn1c(SCC(=O)NC2CCCCC2)nnc1-c1ccc(N)cc1
→ 96	1	0.8	12	101	-5	0	104	99	101	101
CC1CCCN(C(=O)CSc2nnc(-c3ccncc3)n2C)C1 (stereo not given)
→ 98	1	0.2	18	96	-5	-12	98	97	93	93
O=C(Nc1nc2ccc(Cl)cc2s1)[C@@H]1CCCN1C(=O)c1cccs1
→ 98	1	0.0	11	104	34	-9	98	100	100	101
CC12Cc3ccc4ccccc4c3C=C1C[N+](C)(C)C2 (stereo not given)
→ 101	3	0.8	10	102	6	·	99	100	99	102
COC(=O)c1c(NC(=O)c2ccco2)sc(C(=O)Nc2ccc(F)cc2)c1C
→ 92	0	-0.1	27	96	-9	22	95	96	93	96
O=C(CCC1CCCN(C(=O)C2=CCCCC2)C1)N1CCN(c2ccccn2)CC1 (stereo not given)
→ 95	3	2.1	3	98	6	5	103	97	99	98
Cc1cc(NC(=O)CCCC(=O)Nc2ccc(F)cc2)no1
→ 100	13	0.2	10	110	-1	9	101	102	99	104
CC(CC(=O)Nc1ccc(F)c([N+](=O)[O-])c1)c1ccccc1 (stereo not given)
→ 98	28	1.4	6	99	-9	37	94	97	96	101
CN(C)c1ccc(/C=N/NC(=O)c2ccnn2C)cc1
→ 96	2	0.3	10	97	21	-22	97	95	95	96
CCCC(=O)Nc1ccc(-c2nc3cc(C)c(C)cc3o2)c(O)c1
→ 94	0	-0.2	33	96	16	-14	97	99	97	99
Cc1cc(=O)n2c3c(cccc13)CCC2
→ 98	1	0.1	9	98	-18	-1	97	100	101	99
Nn1c(SCC(=O)N2CCOCC2)nnc1-c1ccco1
→ 100	0	0.1	36	104	9	·	102	102	102	104

(continued)
Below each compound – Rac1 act GTP bind	ABCG2 block	ABCB1 block	Avidin bead fluor	Rac1 wt modul	Mcl1-Noxa inh	Pf gametocyte	Rab7 wt modul	HRas wt GTP bind	Rab2 wt GTP	Cdc42 wt GTP
CS(=O)(=O)N1CCC(C(=O)Nc2ccc(Cl)c(Cl)c2)CC1
→ ?	1	-0.2	11	?	14	9	?	?	?	?
O=C(CSc1nnc2ccc(-c3ccc(F)cc3)nn12)N1CCCC1
→ 97	5	0.3	11	100	6	-6	100	100	98	98
CCOc1ccccc1CNS(=O)(=O)c1ccc2c(c1)oc(=O)n2C
→ 100	1	0.5	5	100	-2	·	99	100	103	99
CCc1nnc(NC(=O)c2cccc(NC(=O)C(C)C)c2)s1
→ 97	2	0.2	5	98	1	·	99	100	97	99
O=C(Cn1nc(-c2cccc([N+](=O)[O-])c2)c2ccccc2c1=O)NCC1CCCO1 (stereo not given)
→ 96	21	1.4	9	96	9	-9	100	100	100	98
COCCCNC(=O)c1ccc([N+](=O)[O-])cc1
→ 96	1	0.1	24	100	7	·	93	97	96	99
O=C1NC(c2ccccn2)Nc2sc3c(c21)CCC3 (stereo not given)
→ 97	-3	-8.3	7	97	16	·	96	96	98	95
O=C(COc1ccc(C(=S)N2CCOCC2)cc1)Nc1ccccc1C(F)(F)F
→ 97	17	0.8	11	99	9	7	98	96	97	96
CCCc1nc2sc3c(=O)n(N)cnc3c2c2c1COC(C)(C)C2
→ 100	19	0.6	10	104	-3	·	99	99	97	101
CC(C)N(CC#CCC1(O)c2ccccc2-c2ccccc21)CCO
→ 95	0	0.7	11	95	-47	-11	95	97	97	99

Source: PubChem (several laboratories)
